A-T KAP1 phos: potential ataxia-telangiectasia treatment. […] A-T fibroblasts, KAP-1 phosphorylation AlphaLISA; neocarzinostatin DNA damage 30 min before lysis. Potency, µM (series often up to 57.5 µM), for the others: at the highest dose activation, hits mostly activators. 0.19% of 320,000 active. AID 485349; further: potency means the concentration at half of the fitted maximal effect; % of control where 0% means no effect; nearly all actives have a fitted effect of over 45% in size
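hTERT-immortalized A-T patient fibroblasts ([…]), 500 cells/well in OPTI-MEM, 1% FBS, got compounds for 60 min, then NCS for 30 min at 37C. Lysates were then assayed for phospho-KAP-1 by AlphaLISA (anti-pKAP1 donor, anti-KAP1 acceptor beads), 6 hr at 25C.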
CXXC DNA block: inhibitors of human MLL CXXC domain-DNA interaction; MLL-CXXC / FITC-HOXA9 DNA fluorescence polarization; Potency, µM (series often up to 115 µM), without a hit: at the top dose activity change, negative = inhibition, usual class: inhibitors; 0.037% of 290,000 active; AID 2662; Q03164; active means well fitted inhibition curve with a large enough effect in the polarisation, with a control signal flat, not every such curve was filed as active; inconclusive means small, poorly fitted or top-dose-only effect, or effect the other way, or a change in a side signal; inactive means no such curve, though single readings can be large or run the other way; the % refers to the polarisation; further: potency means the concentration at half of the fitted maximal effect
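Purified MLL-CXXC (added from a 7 uM solution) was preincubated 5 min at ambient with pinned compounds in 50 mM Tris-HCl pH 7.5, 50 mM NaCl, 1 mM DTT, 0.05% BSA. Fluorescein-labeled HOX-A9 DNA (50 nM solution) followed, 30 min, then polarization read.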
Menin MLL FP TR: inhibitors of human menin-MLL interaction, mutant MLL peptide | O00255 | Menin + Texas Red MLL mutant peptide, fluorescence polarization | Potency, µM (doses to about 61.6 µM), for the others: at the highest dose FP activity change, negative = inhibition, hits mostly inhibitors | 0.23% of 270,000 active | AID 1768; active means well fitted inhibition curve with a large enough effect in the polarisation, with a control signal flat, not every such curve was filed as active; inconclusive means small, poorly fitted or top-dose-only effect, or effect the other way, or a change in a side signal; inactive means no such curve, though single readings can be large or run the other way; the % refers to the polarisation; further: potency means the concentration at half of the fitted maximal effect; % of control where 0% means no effect; many of its hits are not listed in these tables
MBNL1-CUG inh: inhibitors of human MBNL1 binding to CUG repeat RNA; Q9NR56; TR-FRET MBNL1-His/biotin-(CUG)12 binding, 665/545 ratio; Potency, µM (series often up to 57.5 µM), inactives show at the highest dose activity change, negative = inhibition, hits mostly inhibitors; 0.036% of 280,000 active; AID 2675; active means well fitted inhibition curve with a large enough effect in the signal ratio, with a control signal flat, not every such curve was filed as active; inconclusive means small, poorly fitted or top-dose-only effect, or effect the other way, or a change in a side signal; inactive means no such curve, though single readings can be large or run the other way; the % refers to the signal ratio; further: potency means the concentration at half of the fitted maximal effect; on the % scale 0 is the no-effect control and ±100 the full control effect
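His-tagged MBNL1 binding to biotinylated (CUG)12 RNA was measured by TR-FRET using terbium anti-His antibody (0.055 ng/ul final) and streptavidin-XL665 (5 nM final). Compounds were titrated 92 nM to 58 uM; 60 min at room temperature.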
Mito fusion act: mitochondrial division inhibition or fusion activation | 0.23% of 320,000 active | AID 485298 | Potency, µM (highest dose often 46.1 µM), without a hit: at the top dose growth rescue (activation), actives largely listed as activators | S. cerevisiae fusion-defective mutant growth rescue, CellTiterGlo 48 h;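 further: potency means the concentration at half of the fitted maximal effect; % of control where 0% means no effect; nearly all actives have a fitted effect of over 45% in size; temperature-sensitive fusion mutants such as fzo1-1 at 37 °C on non-fermentable ethanol glycerol medium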
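Temperature-sensitive fusion-defective S. cerevisiae (e.g. fzo1-1, mgm1-5) were grown with compound in YPEG medium (3% ethanol, 3% glycerol) for 48 hours at 37C. Growth rescue was measured as viability by CellTiterGlo luminescence after 10 minutes at ambient.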
TSG101-PTAP inh: blocks PTAP/TSG101 interaction to inhibit HIV-1 budding | Q99816 | Fluorescence polarization, FITC-PTAP peptide / Tsg101 binding | Potency, µM (top dose mostly 115 µM), for the others: top-dose activity change, negative = inhibition, most hits filed as inhibitors | 340,000 tested, under 10 active; active means well fitted inhibition curve with a large enough effect in the main read-out, with a control signal flat, not every such curve was filed as active; inconclusive means small, poorly fitted or top-dose-only effect, or effect the other way, or a change in a side signal; inactive means no such curve, though single readings can be large or run the other way; further: potency means the concentration at half of the fitted maximal effect; % of control where 0% means no effect
Target sequence (Q99816 whole entry, looked up): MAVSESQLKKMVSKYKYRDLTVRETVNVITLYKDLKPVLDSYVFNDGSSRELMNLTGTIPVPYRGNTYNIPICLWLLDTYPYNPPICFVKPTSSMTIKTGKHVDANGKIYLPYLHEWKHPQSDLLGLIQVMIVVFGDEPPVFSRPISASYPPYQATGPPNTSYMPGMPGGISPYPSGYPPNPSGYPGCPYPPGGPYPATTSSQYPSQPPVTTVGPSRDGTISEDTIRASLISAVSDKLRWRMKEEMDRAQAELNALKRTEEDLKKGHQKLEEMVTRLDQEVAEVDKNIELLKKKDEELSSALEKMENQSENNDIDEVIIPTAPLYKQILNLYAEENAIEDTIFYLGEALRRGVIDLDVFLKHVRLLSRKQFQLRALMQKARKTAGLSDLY
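Fluorescence anisotropy tracks displacement of a FITC-tagged PTAP peptide (50 nM) from the Tsg101 binding domain (10 uM), following a 20 min room-temperature incubation at pH 7.5.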
TSHR antag: human thyrotropin receptor antagonism | P16473 | TSHR-expressing cells, TSH-stimulated cAMP HTRF, 2 h; active compounds read low | activity change, negative = inhibition, % at 11.5 µM | 0.2% of 330,000 active | AID 504810;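 active means activity change below a set negative limit, meaning inhibition stronger than a set level, cut at about -70% in these data; inconclusive means activity change between two set negative limits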; further: on the % scale 0 is the no-effect control and ±100 the full control effect
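Inhibition of cAMP made by TSHR-expressing cells under TSH stimulation (4nM final, EC80; 2 h, 37 deg C) is quantified with a one-step lysis HTRF kit, anti-cAMP cryptate versus cAMP-d2.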
ASM inhibitor: inhibitors of human secretory acid sphingomyelinase. Potency, µM (highest dose often 57.5 µM), inactives show at the highest dose activity change, negative = inhibition, most hits filed as inhibitors. P17405. AID 504937. 0.006% of 340,000 active. placental ASM, HMU-PC fluorogenic substrate, 60 min; further: potency means the concentration at half of the fitted maximal effect
Target sequence (P17405 47-631 limits assumed): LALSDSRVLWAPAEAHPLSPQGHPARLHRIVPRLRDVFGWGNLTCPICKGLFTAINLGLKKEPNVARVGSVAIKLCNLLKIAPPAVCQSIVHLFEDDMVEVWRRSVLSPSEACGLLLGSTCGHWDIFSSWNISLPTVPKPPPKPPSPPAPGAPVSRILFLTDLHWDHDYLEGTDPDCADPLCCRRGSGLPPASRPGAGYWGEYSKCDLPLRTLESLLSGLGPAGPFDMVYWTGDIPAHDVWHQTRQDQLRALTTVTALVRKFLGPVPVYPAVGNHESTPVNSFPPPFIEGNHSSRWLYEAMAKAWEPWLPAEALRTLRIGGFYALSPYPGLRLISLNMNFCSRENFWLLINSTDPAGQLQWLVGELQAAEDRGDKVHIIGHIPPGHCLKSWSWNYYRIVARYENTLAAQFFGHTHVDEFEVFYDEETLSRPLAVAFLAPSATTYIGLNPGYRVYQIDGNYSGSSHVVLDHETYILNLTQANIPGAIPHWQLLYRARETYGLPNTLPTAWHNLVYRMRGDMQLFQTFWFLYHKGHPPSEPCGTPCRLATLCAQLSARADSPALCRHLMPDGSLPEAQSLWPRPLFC
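Human placenta-derived ASM preincubated with compound 10 min at room temperature, then reacted with 9 uM (final) fluorogenic HMU-PC substrate for 60 min at 37 C. Stop solution raises pH to 10; fluorescence read at Ex 386/Em 447 nm.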
TCR activator: activates T cell receptor signaling. primary human leukocytes, anti-CD3, IL-2 HTRF, 48 h. Potency, µM (titrated, usually from 9.22 µM), without a hit: at the top dose activation of IL-2 secretion, most hits filed as activators. 330,000 tested, under 10 active. AID 504894; further: % of control where 0% means no effect
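Using a-CD3 beads without co-stimulation, primary human leukocytes were exposed to compounds for 48 hr. An HTRF IL-2 kit measured the cytokine, with europium-to-d2 energy transfer producing emission at 665nm upon 320nm excitation.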
Integrin act MD: activators of alpha7 integrin expression for muscular dystrophy; alpha7betagal myoblasts, beta-gal FDG fluorescence, 48 h; Potency, µM (doses to about 38.3 µM), inactives show at the highest dose activation, hits mostly activators; 0.064% of 350,000 active; AID 624291;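 further: potency means the concentration at half of the fitted maximal effect; 100% = response of the positive control SU9516; nearly all actives have a fitted effect of over 60% in size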
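Alpha7betagal+/- myoblasts (passage 13) were plated 16-24 hr, then exposed to compounds (1:260 dilution of DMSO stock) for 48 hours at 37C. After MPER lysis, β-galactosidase reporter activity was read as FDG fluorescence (ex 480/em 540) after 30 minutes.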
Active calls of the source: *; ? = inconclusive; / = no result given; & = joins results of further samples; [ ] = remark or other dose. Unless noted, the call rests on the fitted dose curve; in most records, active means well fitted curve in the direction sought with a large enough effect; inconclusive means small, poorly fitted or top-dose-only effect, or another doubt; inactive means no such curve, though single readings can be large; an effect the other way counts as inactive or inconclusive. These rows are one share of the data; count on the stated rates, not on these rows.

SMILES	A-T KAP1 phos	CXXC DNA block	Menin MLL FP TR	MBNL1-CUG inh	Mito fusion act	TSG101-PTAP inh	TSHR antag	ASM inhibitor	TCR activator	Integrin act MD
COc1ccc(OC)c(NC(=O)CCc2nnc3ccc(NCc4ccco4)nn23)c1	-2%	26%	/	1%	0%	-3%	-10	5%	1%	8%
O=C(COC(=O)COc1ccccc1)Nc1ccc(Cl)cn1	-3%	/	/	/	6%	-6%	107	1%	1%	8%
COC(=O)c1[nH]c2ccc(C)cc2c1NC(=O)CN1CCN(c2ccccc2)CC1	/	0%	12%	7%	?	-3%	-8	-9%	/	-46%[inhibitor]
CC(=NNc1nc2ccccc2s1)c1ccncn1	/	/	/	/	/	0%	/	-1%	1%	-51%[inhibitor]
COc1ccccc1CN1C[C@@H]2C[C@@H](c3[nH]c4ccc(C)cc4c3C)N3CCC[C@@]23C1=O	-1%	-22%	-9%	5%	7%	-6%	1	9%	6%	0%
Cc1ccc(NC(=O)c2cc([N+](=O)[O-])ccc2NCc2cccnc2)cc1Cl	0%	23%	-1%	16%	11%	-5%	-22	-24%	4%	2%
COc1ccc2[nH]cc(C(=O)CN3CCN(C4CCCCC4)CC3)c2c1	12%	-4%	1%	-10%	1%	-2%	-6	-1%	-20%	3%
CN(C)c1ccc(/C=N/NC(=O)c2ccnn2C)cc1	3%	-3%	-22%	?	-3%	1%	?	12%	2%	7%
COCCNC(=O)c1c(N)sc2c1CCCC2	-5%	3%	?	1%	-4%	/	5	/	/	/
O=C(O)C1Oc2cc3ccccc3cc2O1	7%	19%	26%	-3%	2%	-2%	-5	5%	-4%	-41%[inhibitor]
N#CCN1CCCC(C(N)=O)C1 (configuration not stated)	2%	15%	-15%	-1%	1%	-1%	5	1%	-9%	-12%
CCN(CC)CCCN(Cc1cc2cc3c(cc2[nH]c1=O)OCCO3)C(=O)Nc1ccccc1	0%	-20%	-18%	5%	-4%	-3%	-2	22%	5%	-24%
CCN(CC)CCn1c(N)cc(=O)[nH]c1=O	11%	-12%	-16%	-6%	-4%	-7%	2	0%	6%	?
COc1ccc(C(CNC(=O)c2cc3ccccc3o2)N2CCCCC2)cc1 (configuration not stated)	0%	-1%	?	6%	-1%	-1%	-1	-1%	-5%	24%
C=CSc1sc(Cl)c(N(CC)CC)c1[N+](=O)[O-]	7%	4%	?	8%	-7%	-2%	3	-3%	3%	-14%
COCC(C)n1c(C)cc(C(=O)COC(=O)C2=NN(c3ccccc3)C(=O)CC2)c1C (configuration not stated)	2%	-1%	-13%	0%	-9%	/	-2	/	/	/
Cc1cccc(NC(=O)c2cc(-c3ccco3)nc3ccccc23)n1	-9%	3%	11%	21%	1%	-9%	8	157%[activator]	-5%	2%
O=C(CN1C(=O)NC(Cc2c[nH]c3ccccc23)C1=O)Nc1cccc(S(=O)(=O)N2CCOCC2)c1 (configuration not stated)	-7%	-2%	/	-14%	0%	0%	3	2%	7%	7%
COc1ccc(C(=O)Nc2ccc(S(=O)(=O)Nc3cnc4ccccc4n3)cc2)cc1	2%	-13%	43%[activator]	16%	4%	-1%	-17	29%	3%	-4%
Cc1ccccc1OCC(=O)Nc1ccc2c(c1)n(C)c(=O)n2C	-5%	-6%	0%	-4%	0%	0%	4	0%	1%	?

Copied from the list:
Value for COc1ccc(OC)c(NC(=O)CCc2nnc3ccc(NCc4ccco4)nn23)c1 in CXXC DNA block: 26%
Value for COCCNC(=O)c1c(N)sc2c1CCCC2 in Mito fusion act: -4%

The listing picks up, starting three compounds before the break.
SMILES	A-T KAP1 phos	CXXC DNA block	Menin MLL FP TR	MBNL1-CUG inh	Mito fusion act	TSG101-PTAP inh	TSHR antag	ASM inhibitor	TCR activator	Integrin act MD
O=C(CN1C(=O)NC(Cc2c[nH]c3ccccc23)C1=O)Nc1cccc(S(=O)(=O)N2CCOCC2)c1 (configuration not stated)	-7%	-2%	/	-14%	0%	0%	3	2%	7%	7%
COc1ccc(C(=O)Nc2ccc(S(=O)(=O)Nc3cnc4ccccc4n3)cc2)cc1	2%	-13%	43%[activator]	16%	4%	-1%	-17	29%	3%	-4%
Cc1ccccc1OCC(=O)Nc1ccc2c(c1)n(C)c(=O)n2C	-5%	-6%	0%	-4%	0%	0%	4	0%	1%	?
CC(=O)N(C)c1ccc(NC(=O)Cc2cccc3ccccc23)cc1	/	/	/	/	/	2%	/	0%	-4%	?
C[C@@H](NC(=O)c1nc[nH]c1C(=O)NC1CCN(C(=O)OC(C)(C)C)CC1)c1ccccc1	6%	/	/	/	-26%	/	-15	-5%	1%	22%
CS(=O)(=O)c1ccccc1C(=O)Nc1cccc2ncccc12	-5%	-4%	-3%	4%	-3%	-8%	15	7%	2%	18%
CC1CCCN(C(=O)CSc2nnc(-c3cccnc3)n2C2CCCCC2)C1 (configuration not stated)	-9%	-5%	-5%	-11%	1%	-9%	-6	4%	3%	12%
CCOC(=O)c1ccc(-n2c(CCC(=O)O)ccc2-c2ccccc2)cc1	2%	1%	8%	1%	12%&0%	1%	-10	-8%	-5%	20%
ClC(Cl)(Cl)c1nc2ccccc2n2nncc12	5%	20%	20%	11%	13µM*	-4%	30	-1%	-4%	-58%[inhibitor]
Oc1ccc(N2CCN(c3ccnc4cc(Cl)ccc34)CC2)cc1	-5%	5%	?	12%	-3%	-3%	-6	-1%	9%	-51%[inhibitor]
CC(C)(C)C(=O)Nc1ccc(C(=O)OC2CCCCC2)cc1	-1%	6%	/	3%	20%	-7%	-18	0%	2%	-35%[inhibitor]
O=C(COC(=O)c1ccc(CNS(=O)(=O)c2ccc(F)c(Cl)c2)cc1)NC1CCCCCCC1	1%	4%	11%	1%	-2%	-3%	-5	4%	-2%[46.1 µM]	28%
Cc1cc(C(=O)N/N=C\c2ccc(COc3ccc([N+](=O)[O-])cc3)o2)ccc1[N+](=O)[O-]	-6%	-5%	?	7%	0%	-5%	-14	-3%	-21%	10%
O=C(COC(=O)c1ccc(F)c(S(=O)(=O)N2CCOCC2)c1)Nc1ccc2[nH]c(=O)[nH]c2c1	-6%	/	/	/	15%	-9%	28	1%	-2%	-4%
COc1ccc(C(=O)CN2CCN(CCN3C(=O)c4cccc5cccc(c45)C3=O)CC2)cc1	/	/	/	/	/	-3%	/	0%	-5%	-43%
COc1ccc(-c2cn3c(C)c(C(=O)N4CCN(c5ccccc5F)CC4)sc3n2)cc1	8%	/	-14%	-13%	7%	0%	-7	-17%	7%	12%
O=S(=O)(c1ccc(F)cc1)c1nc(-c2ccccc2F)oc1N1CCCCC1	-1%	0%	-20%	4%	2%	-7%	-4	-2%	4%	-9%
Cc1nc(NS(=O)(=O)c2ccccc2)sc1C(C)(C)C	-12%	1%	-1%	-25%	0%	-4%	23	3%	0%[46.1 µM]	12%
COc1ccc(CC(=O)N(C)CC(=O)Nc2ccccc2Cl)cc1S(=O)(=O)N1CCOCC1	-1%	/	/	/	0%	-3%	7	6%	/	-9%
O=C1CCCCC1C(Nc1ccc(Cl)cc1)c1ccccc1 (configuration not stated)	10%	7%	20%	-6%	4%	-6%	-4	-10%	-4%	3%
CC(=O)Oc1ccc(/C=C2/Oc3ccccc3C2=O)cc1	0%	28%	/	/	-7%	-2%	-8	14%	-6%	10%
O=S1(=O)CC(N2CCCCC2)C(N2CCCCC2)C1 (configuration not stated)	2%	7%	8%	-9%	0%	-1%	-8	10%	-3%	-21%
COC(=O)[C@H]1[C@H]2C[C@@H]3c4[nH]c5cc(OC)ccc5c4CCN3C[C@H]2C[C@@H](OC(=O)/C=C/c2cc(OC)c(OC)c(OC)c2)[C@@H]1OC	26%	/	/	/	8%	4%	-46	0%	1%	/
CCOc1ccccc1N/C(=C(/C(Cl)=C(Cl)Cl)[N+](=O)[O-])n1cncn1	/	7%	?	2%	7%	0%	2	0%	7%	13%
Cc1nnc(NCCc2ccccc2)n(N)c1=O	0%	9%	-1%	10%	-2%	-2%	24	3%	2%	0%

Bioassay records deposited in PubChem BioAssay by National Center for Advancing Translational Sciences (NCATS).
